PDI turbidity – inhibitors of human protein disulfide isomerase | inhibition, % at 10 µM | PDI insulin aggregation turbidity, A650, 90 min | 0.052% of 350,000 active | AID 588391;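 active = mean inhibition across replicates of 30% or more, whatever share of single replicates reach that level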;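 note: absorbance from insulin aggregation driven by PDI reduction with DTT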
Target sequence (P07237 whole entry, looked up): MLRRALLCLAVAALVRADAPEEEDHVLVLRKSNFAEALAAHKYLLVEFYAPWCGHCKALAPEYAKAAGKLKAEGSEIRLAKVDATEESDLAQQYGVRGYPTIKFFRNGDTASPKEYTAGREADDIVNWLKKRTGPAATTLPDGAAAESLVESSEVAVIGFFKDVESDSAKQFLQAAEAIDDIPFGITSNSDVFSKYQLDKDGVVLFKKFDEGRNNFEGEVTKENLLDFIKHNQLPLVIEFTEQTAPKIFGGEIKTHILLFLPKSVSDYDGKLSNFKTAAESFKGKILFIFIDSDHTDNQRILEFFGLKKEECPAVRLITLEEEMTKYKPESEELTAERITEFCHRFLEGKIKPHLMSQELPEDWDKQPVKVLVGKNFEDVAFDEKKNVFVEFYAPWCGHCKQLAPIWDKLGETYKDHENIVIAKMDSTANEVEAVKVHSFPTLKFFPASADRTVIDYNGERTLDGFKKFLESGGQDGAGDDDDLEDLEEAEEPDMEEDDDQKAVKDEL
MC4R antagonist – human MC4R antagonism in cAMP assay. P32245. MC4R-expressing cells, MTII-stimulated cAMP, LANCE TR-FRET. inhibition, % at 6.5 µM. 0.48% of 360,000 active;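 active = inhibition above its plate's cutoff, the mean of tested wells on that plate plus 3 SD, cut at about 29% in these data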;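 note: 0% = Melanotan II alone and 100% = Melanotan II plus saturating MCL0020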
Target sequence (P32245 whole entry, looked up): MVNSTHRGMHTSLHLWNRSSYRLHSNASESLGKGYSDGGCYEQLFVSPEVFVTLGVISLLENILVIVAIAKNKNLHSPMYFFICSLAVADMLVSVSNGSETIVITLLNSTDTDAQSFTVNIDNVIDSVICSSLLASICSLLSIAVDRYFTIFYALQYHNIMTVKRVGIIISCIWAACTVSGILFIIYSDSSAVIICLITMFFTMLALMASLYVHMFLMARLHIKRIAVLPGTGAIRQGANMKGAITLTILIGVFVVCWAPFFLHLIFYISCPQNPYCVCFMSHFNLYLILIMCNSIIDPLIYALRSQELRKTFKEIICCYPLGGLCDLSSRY
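Assay system: U2OS-MC4R stable cell line; Also added: Melanotan II; Technique: Eu-cAMP/anti-cAMP TR-FRET, emission 671 nm; Times: 30-min compound, 1-h challenge, 1-h detection, room temperature.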
aDG glyco up – increases alpha dystroglycan glycosylation; Pro5-aDG cells, alpha-DG glycosylation AlphaScreen (IIH6); 0% Pro5, 100% B10-LARGE cell signal; 0.22% of 360,000 active; activation, % at 10 µM;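 active = activation of at least 8% versus controls, or a plate z-score of at least 8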;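 note: Pro5 are CHO cells carrying HIG-tagged alpha-DG that lacks glycosylation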
ABCB6 inh 2 – human ABCB6 transporter inhibition; Q9NP58; K562-ABCB6 porphyrin accumulation, flow cytometry, 1 h; active compounds read low; fluorescence ratio to DMSO, % at 10 µM; 0.19% of 360,000 active; AID 602162;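 active = fluorescence ratio to DMSO below 75%, the collection mean minus 3 SD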;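 note: signal is porphyrin accumulated inside mitochondria; 100% equals median channel fluorescence of DMSO control wells; lower ratio means ABCB6 inhibition with less porphyrin fluorescence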
Vif imaging – inhibitors of HIV Vif. inhibition, % at 7.49 µM. AID 602346. HEK293T cells, Vif self-association by quenched fluorescence, imaging, 24 h. 0.35% of 340,000 active; in the data active = inhibition above about 50%, passing the limit was not always enough; note: some results filed as inactive read as strong as hits
Cardio protect – protects H9c2 cardiomyocytes from peroxide injury. H2O2 injury protection, ATPLite, 2 h. protection from H2O2 cell death, % at 20 µM. 0.63% of 360,000 active;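 active = compounds giving at least 50% protection of heart cells from peroxide-induced death in the single-dose screen, raw or plate-pattern-corrected value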;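 note: 0% = DMSO wells with peroxide and 100% = DMSO wells without peroxide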
MC4R ag barr – agonists of human melanocortin 4 receptor (MC4R) beta-arrestin; 0.98% of 360,000 active; U2OS MC4R beta-arrestin complementation, luminescence; percent of melanotan II response, DMSO zero; AID 540308; activation, % at 8.9 µM; P32245;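 active = activation above a per-plate cutoff, the mean activation of sample wells on that plate plus 3 SD, cut at about 8% in these data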
CaV13 ICDI inh – Primary screen for inhibitors of IQ motif and Ca2+-dependent inactivation inhibitor domain binding in CACNA1D, Förster resonance energy transfer in living cells, … | 0.098% of 340,000 active | inhibition, % at 12.3 µM | HEK cells, CFP/YFP FRET ICDI-IQ, plate reader, 10 min; percent FRET-ratio fall versus neutral wells;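 active = mean replicate inhibition of at least 30% and at least 1% of replicates passing that level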;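 note: 0% = median of the neutral control wells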
m5-HT2A agonist – mouse HTR2A agonism via beta-arrestin recruitment; P35363; CHO-K1 mHTR2A beta-arrestin complementation, luminescence; percent of 30 µM serotonin response; activation, % at 7.6 µM; 0.66% of 360,000 active; AID 624169;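 active = activation above a run cutoff, the mean activation of all tested compounds plus 3 SD, cut at about 14% in these data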;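 note: 0% = plate median of compound wells and 100% = 30 µM serotonin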
Glyco luc inh – N-linked glycosylation inhibition; D54 ERlucT glycosylation luciferase reporter, 24 h; percent of 100 nM tunicamycin response; reporter increase, % at 12.5 µM; 0.23% of 360,000 active; AID 588692;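 active = mean luciferase reporter signal, scaled so untreated is 0 and the glycosylation-blocking control 100, at or above a set limit in every replicate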;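 note: luciferase carries N-glycosylation sites so blocking glycosylation raises the light; 0% = median of neutral control wells and 100% = median of 100 nM tunicamycin wells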
* marks the source's active call; other numbers are inactive results; · = no result given.

| SMILES | Glyco luc inh | MC4R antagonist | m5-HT2A agonist | PDI turbidity | CaV13 ICDI inh | aDG glyco up | Cardio protect | MC4R ag barr | ABCB6 inh 2 | Vif imaging |
| --- | --- | --- | --- | --- | --- | --- | --- | --- | --- | --- |
| c1cnc2c(OCc3nc4ccccc4[nH]3)cccc2c1 | -2 | 6 | -4 | 6 | -10 | -0.2 | 13 | -1.6 | 82 | 6 |
| COc1ccc(NS(=O)(=O)c2cccc(C(=O)NNC(=O)c3ccc(Br)o3)c2)cc1 | -8 | 14 | 0 | 4 | -5 | 0.2 | -1 | -2.6 | 95 | · |
| C[C@H](NC(=O)C1CCN(S(=O)(=O)c2ccccc2)CC1)C(=O)NCc1cccc(Cl)c1 | 0 | 9 | 2 | -4 | -17 | 0.0 | -4 | -1.5 | 111 | -3 |
| COc1ccc(N2CCN(C(C)C(=O)Nc3nnc(C)s3)CC2)cc1 (stereo not drawn) | 0 | 7 | 4 | -7 | -5 | -0.1 | 7 | -1.1 | 98 | 22 |
| CCn1nc(C)c(C2C(C#N)=C(N)OC3=C2C(=O)CC(C)(C)C3)c1C (stereo not drawn) | 3 | 1 | 1 | -4 | -7 | 0.3 | 8 | 3.0 | 102 | 15 |
| C=CCN1C(c2ccc(Br)cc2)=CS/C1=C(\C#N)c1nnc(N2CCOCC2)n1-c1ccccc1 | -2 | 0 | 2 | -1 | -7 | 0.1 | 6 | 0.2 | 99 | -1 |
| CN1CCN(C(=S)C(=O)Nc2ccc(Br)cc2)CC1 | 0 | 2 | -2 | 2 | -2 | -0.1 | 0 | -0.9 | 99 | -3 |
| COc1ccc(C(C)C)cc1S(=O)(=O)N1CCC(C(=O)N2CCN(C)CC2)CC1 | -1 | 2 | 1 | 8 | -3 | 0.1 | -2 | -0.7 | 101 | 6 |
| CC(C)NS(=O)(=O)c1ccc2c(c1)oc(=O)n2C | 1 | 9 | -4 | · | -11 | -0.2 | 2 | -2.6 | 98 | 38 |
| CCN(CC)S(=O)(=O)c1ccc(NC(=O)CSc2ncnc3ccccc23)cc1 | 3 | 7 | -1 | -10 | -16 | -0.1 | -5 | -1.6 | 98 | -11 |
| CCc1cc2ccc(C)c(C)c2nc1SCC(=O)Nc1cc(C)on1 | -10 | 8 | 0 | -3 | -4 | -0.1 | -4 | -0.3 | 93 | -14 |
| O=S(=O)(c1ccc2c(c1)OCCO2)N1CCCN(S(=O)(=O)c2c(F)cccc2F)CC1 | -1 | 3 | -3 | 1 | -6 | 0.0 | 3 | -1.0 | 97 | 0 |
| O=C(O)/C=C\C(=O)Nc1ccc(N2CCN(c3ccc(Cl)c(Cl)c3)CC2)cc1 | -1 | -1 | 35* | 0 | -4 | 1.1 | 7 | -0.3 | 103 | 31 |
| CN(CC(=O)Nc1ccc(F)cc1)C(=O)CCc1ccccc1 | -1 | 0 | 8 | -3 | -3 | -0.1 | 4 | -0.1 | 88 | -1 |
| CCOc1ccc(C(C)=O)cc1CN1C(=O)c2ccccc2S1(=O)=O | -3 | 13 | 1 | -2 | -2 | 0.3 | 8 | -0.3 | 93 | -4 |
| O=C(Nc1cccc(-n2cnnn2)c1)c1ccco1 | 2 | -2 | -8 | -5 | -5 | 0.1 | 8 | -1.9 | 96 | 8 |
| CCN(CC)CCOC(=O)C1(c2ccccc2)CCOCC1 | -1 | -2 | 4 | -7 | -5 | -0.2 | -1 | 3.4 | 91 | -3 |
| Cc1csc(N(C(=O)Cc2ccccc2F)c2ccccc2)n1 | -3 | 24 | -4 | 2 | -4 | 0.3 | -4 | -1.1 | 98 | · |
| COc1cccc(/C=C/c2ccccn2)c1O | -9 | 6 | 2 | 2 | -5 | -0.3 | -17 | -1.2 | 95 | -1 |
| Cc1ccc(Nc2nc(C)cc(C)n2)c(Br)c1 | 2 | -8 | 0 | -5 | -3 | 0.5 | -7 | -1.8 | 95 | 24 |
| CCn1cc(Br)c(C(=O)Nc2nccs2)n1 | 0 | 0 | -2 | 23 | 3 | 0.5 | 4 | -0.8 | 93 | -5 |
| C=CCc1ccccc1OCCCCN1CCCC1 | 0 | 9 | -8 | 0 | · | 0.6 | 8 | -0.5 | · | -1 |
| CCCc1ccc(C(=O)NNc2ccc(F)cc2)cc1 | 3 | -1 | -3 | 11 | -21 | 0.1 | -10 | -1.4 | 101 | 2 |
| CC(C)(C)C(=O)NCc1ccc(C(=O)CSc2nnc(-c3ccncc3)n2C2CC2)s1 | -1 | 7 | 16* | 4 | -6 | 0.3 | 1 | -1.8 | 100 | 10 |
| Cc1ccc(-n2c(C)nnc2SC(C)C(=O)N2CCCC2)cc1 (stereo not drawn) | 1 | 5 | 2 | 7 | -3 | 0.0 | -3 | -0.4 | 102 | 7 |

| SMILES | Glyco luc inh | MC4R antagonist | m5-HT2A agonist | PDI turbidity | CaV13 ICDI inh | aDG glyco up | Cardio protect | MC4R ag barr | ABCB6 inh 2 | Vif imaging |
| --- | --- | --- | --- | --- | --- | --- | --- | --- | --- | --- |
| C=C1CCN([C@@H](Cc2ccccc2)C(=O)NCCC(C)C)S(=O)(=O)c2ccccc21 | -5 | 11 | 2 | -5 | -10 | 0.2 | 8 | -0.1 | 89 | -2 |
| CCC(NC(=O)N(Cc1ccccc1)Cc1ccc2c(c1)OCO2)(C(F)(F)F)C(F)(F)F | -2 | 1 | -1 | 12 | -4 | 0.0 | 0 | -0.8 | 100 | 2 |
| O=S1(=O)CC(N2CCN(CC3CC3)CC2)CN1Cc1ccc(F)cc1 (stereo not drawn) | -4 | · | 0 | · | -6 | 0.1 | 5 | · | 99 | · |
| CCNC(=O)CN(c1ccc(CC)cc1)S(C)(=O)=O | 0 | 4 | -4 | 5 | -6 | 0.2 | 7 | -2.1 | 98 | 5 |
| CC(C)C[C@H](NC(=O)OC(C)(C)C)c1nnc(SCc2cccc(F)c2)o1 | -6 | 0 | 1 | 4 | -5 | 0.3 | -6 | 1.3 | 98 | -18 |
| c1ccc2[nH]c(-c3cnco3)cc2c1 | -1 | 14 | 3 | 14 | -3 | 0.1 | 2 | -2.7 | 86 | 10 |
| O=C(NCc1ccc(F)cc1)c1cc(C2CCCN(S(=O)(=O)c3ccccc3)C2)on1 (stereo not drawn) | -4 | -2 | -3 | 13 | -9 | 0.3 | -7 | -2.8 | 103 | -6 |
| CS(=O)(=O)c1cccc(NC(=O)C2CCCN2S(=O)(=O)c2ccc(F)cc2)c1 (stereo not drawn) | 0 | 9 | -3 | -1 | -3 | -0.1 | 0 | 0.1 | 98 | -9 |
| N#CCc1cnc2ccccc2n1 | 5 | 16 | 8 | -3 | -5 | 0.1 | 5 | 0.7 | 103 | 3 |
| COc1ccc(NC(=O)C23CC4CC(CC(Cl)(C4)C2)C3)cc1S(=O)(=O)N1CCOCC1 | -1 | 7 | -5 | -45 | -6 | 1.2 | 9 | 0.8 | 89 | -8 |
| Clc1ccc(-c2cc(-c3ccccc3)on2)cc1 | -4 | 3 | -1 | -2 | -6 | 0.0 | -9 | 0.4 | 103 | -2 |
| O=C(O)C1CCN(S(=O)(=O)c2ccc(N3CCC(O)CC3)c([N+](=O)[O-])c2)CC1 | 0 | 1 | -4 | 4 | -7 | 0.1 | 5 | -2.9 | 104 | -8 |
| Cc1c(NC(=O)Nc2ccccc2[N+](=O)[O-])c(=O)n(-c2ccccc2)n1C | 1 | 16 | 2 | 10 | -4 | 0.1 | 6 | -1.7 | 103 | 3 |
| CCN(CC)S(=O)(=O)c1cc(NC(=O)Cn2ncc(Cl)c(Cl)c2=O)ccc1C | 23 | -12 | 3 | 6 | 0 | -0.3 | -26 | -2.8 | 100 | 10 |
| CCOC(=O)C1=C(C)NC2=C(C(=O)CCC2)C1c1cc(OC)ccc1OC (stereo not drawn) | 0 | 0 | 3 | -7 | -8 | -0.1 | 1 | 0.3 | 100 | 0 |
| O=C(CSc1ncn[nH]1)N1CCOCC1 | 0 | 3 | -4 | 0 | -5 | 0.3 | 8 | -2.0 | 98 | 15 |
| Cn1c(=O)c2cc(NC(=O)CC(C)(C)C)ccc2n1-c1ccccc1F | 5 | -1 | -5 | 1 | -6 | 0.1 | -1 | -0.3 | 97 | 31 |
| CC(C)[C@H]1C=C(C(=O)O)O[C@@H](OCc2ccc(CO)cc2)C1 | 0 | 9 | 12 | -7 | -10 | 0.3 | 5 | -0.1 | 101 | -11 |
| COc1ccc(C(=O)NCc2nnc(SCC(=O)Nc3nnc(C)s3)o2)cc1 | -2 | 0 | 1 | · | 1 | -0.1 | -4 | 1.1 | 103 | -3 |
| O=C(Nc1ccccc1)c1cccc(Cn2cc(C(F)(F)F)ccc2=O)c1 | -2 | 5 | 1 | 17 | -3 | 0.7 | -2 | 0.5 | 104 | 1 |
| COc1ccc(OC)c(C2=NOC(C(=O)NCc3cccnc3)C2)c1 (stereo not drawn) | 1 | -5 | 5 | 0 | -20 | 0.0 | 0 | 0.6 | 99 | -1 |
| CC1(c2ccccc2)NC(=O)N(CC(=O)NC(=O)NCc2ccco2)C1=O (stereo not drawn) | 1 | 8 | 0 | -5 | -2 | -0.2 | -8 | -2.9 | 99 | -1 |
| CN1CCN(C(=O)c2cc([N+](=O)[O-])cc([N+](=O)[O-])c2)CC1 | 0 | -1 | 2 | -1 | -5 | 0.7 | -2 | -1.2 | 93 | -1 |
| COc1ccc(NC(=O)c2cccnc2SC)cc1S(=O)(=O)N1CCCCC1 | 3 | 13 | 1 | -1 | -3 | 2.3 | 3 | -2.5 | 108 | 10 |
| CN1CCN(CC(O)COc2ccccc2)CC1 (stereo not drawn) | 0 | 15 | 2 | -1 | -2 | 0.0 | 1 | 1.9 | 97 | 6 |

| SMILES | Glyco luc inh | MC4R antagonist | m5-HT2A agonist | PDI turbidity | CaV13 ICDI inh | aDG glyco up | Cardio protect | MC4R ag barr | ABCB6 inh 2 | Vif imaging |
| --- | --- | --- | --- | --- | --- | --- | --- | --- | --- | --- |
| Cc1nnc(SCC(=O)N2CC(=O)Nc3ccccc32)n1Cc1ccccc1 | 1 | -3 | 3 | -2 | · | -0.1 | -6 | -0.4 | 83 | 5 |
| CCN(CC)CC(=O)Nc1ccc(C)cc1Br | 1 | 4 | 6 | 4 | 0 | -0.1 | -14 | 1.7 | 93 | 3 |
| COc1ccc(-c2nnc(NC(=O)c3ccco3)s2)cc1 | -2 | 3 | 0 | 2 | -5 | -0.1 | -15 | 2.6 | 99 | 3 |
| Cc1c(C(=O)OCC(=O)N2C(C)CCCC2C)oc2ccccc12 (stereo not drawn) | -1 | 10 | 8 | -2 | -10 | 0.0 | 3 | -2.2 | 95 | 2 |
| CCN(CC)C(=S)SCC(=O)Nc1nc(=O)c2ccccc2s1 | 4 | 3 | -4 | -4 | -1 | -0.1 | 16 | -3.5 | 105 | 0 |
| CC(C)(C)OC(=O)C(Cc1ccc(OC(C)(C)C)cc1)NC(=O)CNC(=O)OCc1ccccc1 (stereo not drawn) | -5 | 5 | -1 | -1 | -3 | 0.3 | -4 | -0.3 | 93 | -8 |
| CS(=O)(=O)N1Cc2cc(C(=O)NCC3CC3)nc(-c3cccc(-c4cccnc4)c3)c2[C@@H]1CCO | · | · | -2 | · | -5 | 0.0 | · | · | 95 | · |
| CCn1c(CCC(=O)Nc2nc3c(s2)CCCC3)nc2cc(S(=O)(=O)N(C)C)ccc21 | -4 | 15 | 0 | -6 | -5 | -0.5 | 1 | -2.0 | 96 | -4 |
